# Assay outcomes deposited in PubChem BioAssay by Sanford-Burnham Center for Chemical Genomics.
# TAG inh = inhibitors of triacylglycerol accumulation | AID 651582 | H9c2 cells, Nile Red lipid (TAG) fluorescence; cells loaded with 200 µM oleic acid | inhibition, % at 12.5 µM | actives 0.66% (n = 230,000);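 active = pattern-corrected inhibition of lipid staining of at least 50% with the nuclear-stain viability signal not falling by more than 50%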;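 note: 0% = DMSO wells and 100% = triacsin C control wells; some results filed as inactive read as strong as hits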
# TAG inh DAPI viability = also measured in TAG inh; calls as there; DAPI nuclei signal change (viability), lower = more cytotoxic, %;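 whole-well DAPI fluorescence read on a plate reader as a viability signal; minus 50 percent equals half of cells still viable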
# The depositor's hits bear a star. Some of the compounds tested (hit frequency here may not be typical).
# The line under a structure holds: TAG inh | TAG inh DAPI viability
Cc1cccc(-n2ccnc2SCC(=O)O)c1C
→ -1 | -1
COc1cc(/C=N/N2CCN(c3ccccc3OC)CC2)ccc1OC(C)=O
→ -10 | 6
COC(=O)C(C)(N)Cc1ccc(O)cc1 (configuration not stated)
→ -6 | 8
COc1ccc(OCCNC(=O)Nc2cc(F)c(F)cc2Cl)cc1
→ -20 | 8
N#Cc1ccc(CN2CCN(C(=O)c3cc(C4CC4)nn3-c3ccccc3)CC2)cc1
→ -11 | 1
Cc1nn(C)c(C(=O)Sc2ccccc2)c1[N+](=O)[O-]
→ 5 | -12
CCCCCC(=O)Nc1cc(S(=O)(=O)N2CCOCC2)ccc1N1CCCC1
→ -3 | 36
CCOC(=O)CC1C(C(=O)OCC)ON2OC(C(=O)OC)C(C(=O)OCC)C12 (configuration not stated)
→ 1 | 7
CCOC(=O)C(Cc1c[nH]c2ccccc12)NC(=O)CNC(C)=O (configuration not stated)
→ -9 | 17
COc1ccc(/C=C(\C#N)C(=O)C(C)(C)n2cncn2)cc1
→ -17 | 5
CN1CCN(/N=C/c2nc(-c3ccccc3)n3ccccc23)CC1
→ -2 | 9
Cc1cccc(NC(=O)c2cnccn2)c1
→ -6 | 2
O=C(C1CCCN(S(=O)(=O)c2cccc3nsnc23)C1)N1CCN(c2ccccn2)CC1 (configuration not stated)
→ -4 | -6
CCCCNC(=O)c1cc2cc(CC)ccc2[nH]1
→ -5 | 3
COCc1cc(C)nc2sc(C(=O)OC)c(N)c12
→ -19 | 9
COc1cccc2c(=O)n(CC(=O)N3CCC(C)CC3)ccc12
→ -6 | 3
O=C(Cn1[nH]c(=O)c2ccccc2c1=O)NNC(=O)c1ccccc1
→ -1 | -1
CC(=O)Nc1nc(-c2ccc(-c3ccccc3)cc2)cs1
→ 26 | 1
Cc1nc2nc(C)c(CCC(=O)NC3CCCCC3)c(C)n2n1
→ 2 | 1
N#CC1C(=O)NC(=O)C(C#N)C12CCCC(C(F)(F)F)C2 (configuration not stated)
→ -22 | 4
N#Cc1cnc2c(-c3ccccc3)c(-c3ccccc3)nn2c1N
→ 6 | 8
CSCCC(NS(=O)(=O)c1ccc2c(c1)oc(=O)n2C)C(=O)NC1CCN(Cc2ccccc2)CC1 (configuration not stated)
→ 3 | -3
COc1ccc(NC(=O)CSc2nnc3ccc(-c4cccnc4)nn23)cc1
→ -5 | 3
CC(C)CC(=O)Nc1ccc(OCC(=O)O)cc1
→ -11 | -4
COc1ccc(CNC(=O)CCC(=O)c2ccccc2)cc1
→ 7 | -2
CC(C)(C)[C@@H]1C=C(C(=O)N2CCN(Cc3ccccc3)CC2)O[C@H](OCc2ccc(CO)cc2)C1
→ 4 | -2
CCN(c1ccccc1)S(=O)(=O)c1cc(NC(=O)CN2CCN(C)CC2)ccc1Cl
→ 3 | 9
CCn1c(-c2ccc(F)cc2)n[nH]c1=S
→ 16 | -12
CC(=O)c1ccc(N2CCN(C(=O)C3CCN(C(=O)Nc4ccccc4)CC3)CC2)cc1
→ -10 | -4
O=C(N/N=C/c1cn(Cc2ccccc2)c2ccccc12)c1cccnc1
→ -96 | -17
CCOC(=O)c1[nH]c2ccc(OC)cc2c1NC(=O)OC
→ 9 | 1
CC1(C)Cc2c(sc3nc(C4CCCCC4)n(N)c(=O)c23)CO1
→ -14 | -8
CCc1ccc(Nc2nc(N)nc(CSc3nnnn3-c3ccccc3)n2)cc1
→ 4 | 1
CCOc1ccc(NC(=O)c2cc(S(=O)(=O)N3CCCCC3)c[nH]2)cc1
→ 10 | -11
Cc1cccc(NC(=O)c2cc(Cl)sc2Cl)c1C
→ 18 | -4
COc1cc2c(cc1OC)CN(C(=O)c1ccc(S(=O)(=O)N3CCCC3)cc1)CC2
→ -1 | 6
CCCCn1c(N)c(N(CC(C)C)C(=O)c2cc(=O)[nH]c3ccccc23)c(=O)[nH]c1=O
→ 7 | 2
COc1ccc(OCC(=O)OCC(=O)c2ccc(OC)c(F)c2)cc1
→ -20 | -2
COC(=O)c1[nH]c2ccccc2c1NC(=O)Oc1ccccc1
→ -13 | -2
O=C(CN1C(=O)NC2(CCCCC2)C1=O)Nc1ccc2c(c1)OCCCO2
→ 0 | 2
c1ccc(N2CCN(Cc3cn4ccccc4n3)CC2)cc1
→ 19 | -7
Cc1cc(N/N=C/c2c[nH]c3ccccc23)c2ccccc2n1
→ 15 | 14
CC(C)(C(=O)N1CCC1(C)C(=O)NS(=O)(=O)c1cccc(F)c1)c1ccccc1 (configuration not stated)
→ 5 | 3
CCc1ccc(C2CC(=O)N(c3cccc(F)c3)C3=C2C(=O)OC3)cc1 (configuration not stated)
→ -7 | 5
COC(=O)c1ccc(NC(=O)C2CCN(C(=O)Nc3ccccc3)CC2)cc1
→ 3 | -4
CC(=O)Nc1ccc(Cl)cc1C(=O)O
→ 9 | 3
CCC(=O)Nc1ccccc1C(=O)N1CCCC1
→ 0 | 6
COC(=O)c1c(NC(=O)COC(=O)C2CCC2)sc(C)c1C
→ 5 | -7
COc1ccc(NC(=O)c2cc(-c3ccc(F)cc3OC(C)C)n[nH]2)cn1
→ 4 | 4
NNC(=O)C1CCCn2c1nc1sc3c(c1c2=O)CCCC3 (configuration not stated)
→ -1 | -5
COc1ccccc1Nc1ncc(-c2cccs2)s1
→ 1 | -5
CCN(CC)C(=O)[C@H]1CC(CC(=O)NCC23CC4CC(CC(C4)C2)C3)C(=O)N2CCc3c([nH]c4ccccc34)[C@]12C (some centres not stated)
→ 24 | -4
CCN(CCCNC(=O)CCNC(=O)Cn1cnc2ccccc2c1=O)c1cccc(C)c1
→ 14 | 0
CCc1nc2ccc(C(=O)NCCC(C)C)cn2c1N(CC)CCN(C)C
→ 1 | 2
C/C=C/c1ccc(OC)c(OC(C)=O)c1
→ -7 | -4
N#Cc1ccccc1CSC1=NCCS1
→ -1 | -4
COc1ccc(CCNC(=O)c2ccc(NC(=O)CC3SC(N4CCCCC4)=NC3=O)cc2)cc1 (configuration not stated)
→ -1 | 3
CC(C)c1ccc(NC(=O)c2ccc(Br)o2)cc1
→ 3 | 4
CCn1c(SCC(=O)NCC2CCCO2)nc2c([nH]c3ccccc32)c1=O (configuration not stated)
→ 15 | 2
Cc1ccc(C2=CSC3=NS(=O)(=O)CCN23)cc1
→ 9 | -23

# Single records, as listed above.
# Shown for COc1ccc(NC(=O)c2cc(-c3ccc(F)cc3OC(C)C)n[nH]2)cn1 → TAG inh: 4; TAG inh DAPI viability: 4
# Shown for NNC(=O)C1CCCn2c1nc1sc3c(c1c2=O)CCCC3 (configuration not stated) → TAG inh: -1; TAG inh DAPI viability: -5
# Shown for CCc1nc2ccc(C(=O)NCCC(C)C)cn2c1N(CC)CCN(C)C → TAG inh: 1; TAG inh DAPI viability: 2

# The list goes on:
# The line under a structure holds: TAG inh | TAG inh DAPI viability
C/C(=N\NC(=O)COc1ccccc1[N+](=O)[O-])c1cccs1
→ 3 | 3
C=CCc1cc(C=Nc2ccc(N3CCOCC3)cc2)cc(OCC)c1O
→ -4 | -7
Oc1c(Br)cc(Br)cc1/C=N/n1c(-c2ccccc2)n[nH]c1=S
→ -10 | 4
CCOC(=O)N1CCN(C(=S)Nc2ccc(C)cc2C)CC1
→ -8 | -4
Cc1c(CCCN)c2ccccc2n1Cc1ccccc1
→ 42 | -11
CN(C)c1ccc(C=C2C=CC=C2)cc1
→ -37 | -6
CCCCCCCCOC(=O)C(NC(=O)CCC(=O)Nc1ccc(S(N)(=O)=O)cc1)C(O)c1ccccc1 (configuration not stated)
→ 4 | -4
Cc1ccc(N=C2NC(=O)/C(=C\c3ccco3)S2)cc1
→ 2 | 3
CC(=O)CCn1cnc([N+](=O)[O-])n1
→ -8 | 6
O=C(Nc1cc(C(F)(F)F)ccc1F)C1CCC1
→ -17 | 4
CCN(CC)S(=O)(=O)c1ccc(NC=C(C#N)C#N)cc1
→ 14 | -5
COc1ccc(/C=N/OCC(=O)N2CCCC2)c(OC)c1
→ 2 | -4
CC(C)Nc1ncnc2[nH]ncc12
→ 9 | -7
Cc1ccc([N+](=O)[O-])c(OCCN2C(=O)NC(C)(C)C2=O)c1
→ -1 | -6
CC(C)(C)OC(=O)[C@H](Cc1ccccc1)NC(=O)c1nc[nH]c1C(=O)N1CCN(C(=O)OC(C)(C)C)CC1
→ 20 | -6

# By substructure, the compounds so far with bromine.
# The line under a structure holds: TAG inh | TAG inh DAPI viability
CC(C)c1ccc(NC(=O)c2ccc(Br)o2)cc1
→ 3 | 4
Oc1c(Br)cc(Br)cc1/C=N/n1c(-c2ccccc2)n[nH]c1=S
→ -10 | 4

# (continued)
# The line under a structure holds: TAG inh | TAG inh DAPI viability
Cc1c(NC(=O)c2ccc(Cl)s2)c(=O)n(-c2ccccc2)n1C
→ -4 | -2
O=C1CCCN1Cc1ncnn1-c1ccccc1
→ -10 | 5
COc1cccc(N(C(=O)Cn2nnc(-c3ccc(C)o3)n2)C(C(=O)NC(C)(C)C)c2cccs2)c1 (configuration not stated)
→ 14 | -6
O=S(=O)(Cc1ccccc1)N1CCN(Cc2ccc(F)cc2Cl)CC1
→ 5 | 4
OCCNCC(O)Cn1c2ccccc2c2ccccc21 (configuration not stated)
→ 1 | 18
CCC(C)N(C(=O)COc1ccc(Br)cc1C=O)C1CCS(=O)(=O)C1 (configuration not stated)
→ -12 | -6
CC(=O)Nc1cccc(-c2ccnc3c2CC(C)(C(=O)Nc2cccc(OC(F)(F)F)c2)O3)c1 (configuration not stated)
→ 4 | -12
Cc1c(Cl)cccc1S(=O)(=O)Nc1ccnn1C
→ 2 | 7
O=C(CSc1nnc(-c2ccco2)n1Cc1ccccc1)NCc1ccccc1
→ -42 | 3
CN(C)CCCNc1ncnc2c1cnn2-c1ccccc1
→ 39 | -39
Cc1cc(=O)oc2cc(OCC(=O)N3CCCC3)c(Cl)cc12
→ 10 | -12
O=C(Nc1ccccc1Cl)NC1CCCCCCC1
→ 11 | -5
NC(=O)c1cc2ccc(O)cc2oc1=Nc1ccccc1
→ 14 | -10
O=C(N/N=C/c1ccc([N+](=O)[O-])o1)c1sc2ccccc2c1Cl
→ 9 | 1
COCC(=O)Nc1ccc2nc3n(c(=O)c2c1)CCCCC3
→ 15 | -10
Cc1ccc(S(=O)(=O)N2CCCCC2)cc1NC(=O)COc1ccccc1
→ -16 | 10
O=C(COc1ncnc2scc(-c3ccc(Cl)cc3)c12)NCc1ccco1
→ -16 | 4
Cc1nc2ncnn2c(C)c1CCC(=O)N1CCCCC1
→ 17 | 6
O=c1nccc(NCc2ccco2)[nH]1
→ 11 | -5
COc1cccc(-c2nc(N)nc(SC)c2C#N)c1
→ 4 | -7
Cc1cccc(C(=O)NC(C(=O)Nc2cccc(S(=O)(=O)N3CCCC3)c2)C(C)C)c1 (configuration not stated)
→ -10 | -4
COc1ccc(/C=C/C(=O)OCC(=O)Nc2ccc3c(c2)OCO3)cc1
→ -3 | -3
CCOC(=O)c1sc(NC(=O)c2cc(S(=O)(=O)N3CCOCC3)ccc2C)nc1C
→ -3 | 3
COc1cc(C(=O)COC(=O)c2ccco2)cc(OC)c1OC
→ -17 | 11
CCNc1nc(NCC)n2c(SCC(=O)Nc3cccc(Cl)c3)nnc2n1
→ 18 | -12
CCOc1ccc(C(CC(=O)O)NS(=O)(=O)c2ccc(C)cc2)cc1OC (configuration not stated)
→ -40 | 11
C/C(Cc1ccccc1)=N\NC(=O)CNC(=O)c1ccccc1O
→ -4 | -3
CCOc1ccc2oc(C(=O)Nc3nccs3)c(C)c2c1
→ 2 | 0
CC(C)Oc1ccc(S(=O)(=O)N2CCOCC2)cc1NC(=O)c1nn(C)c(=O)c2ccccc12
→ 17 | -10
COCCCn1c(SCC(=O)N2CCc3ccccc32)nnc1-c1ccoc1C
→ -6 | -6
CC1CCc2sc(C(=O)NC3CCCCC3)cc2C1 (configuration not stated)
→ -1 | 0
CCCN(C(=O)c1cc(S(=O)(=O)N2CCCCCC2)ccc1OC)C1CCS(=O)(=O)C1 (configuration not stated)
→ 0 | 0
CCCN(CCC)CCNC(=O)C1c2ccccc2C(=O)N(CCOC)C1c1ccc(F)cc1 (configuration not stated)
→ 3 | -7
COc1ccc(OCC(O)Cn2c(=N)n(CCN3CCOCC3)c3ccccc32)cc1 (configuration not stated)
→ -16 | -5
CN1CCN(C(=O)C2CCC(CNS(=O)(=O)c3cccc4cccnc34)CC2)CC1 (configuration not stated)
→ 1 | 6
COC(=O)c1sccc1NC(=O)C1C2C=CC(O2)C1C(=O)O (configuration not stated)
→ 13 | 10
C#CCNc1nc(C)nc2c1nnn2Cc1ccccc1F
→ -2 | -13
CC1CCC2(CC1)NC(=O)N(CC(=O)NCc1ccc(F)cc1)C2=O (configuration not stated)
→ -3 | -1
CCOc1ccc2[nH]cc(S(=O)(=O)c3ccc(Cl)cc3)c(=O)c2c1
→ -9 | -4
Cc1cccn2c(=O)c3cc(C#N)c(=N)n(CCN4CCOCC4)c3nc12
→ 11 | -10
Cc1cc(C(=O)CCC(=O)Nc2cccc(F)c2)c(C)s1
→ 29 | -12
CC[C@@]1(C(=O)OC)N[C@H](CN(C)C(=O)c2ccc(F)cc2)[C@@H]2C(=O)N(Cc3ccccc3)C(=O)[C@@H]21
→ -3 | -7
CCCN(CCC)S(=O)(=O)c1ccc(Cl)c([N+](=O)[O-])c1
→ 10 | -7
OC(c1ccccc1)c1nc(-c2ccc(F)c(Cl)c2)cs1 (configuration not stated)
→ -17 | 10
Cc1c(NC(=O)CSC(=S)N2CCCC2)c(=O)n(-c2ccccc2)n1C
→ -10 | 7
CCOC(=O)c1sc(NC(=O)CN(CC)CC)c(C(=O)OCC)c1C
→ -1 | -6
Cc1ccc(C)c(S(=O)(=O)Nc2ccc(S(=O)(=O)Nc3ncccn3)cc2)c1
→ -5 | 10
O=C(N/N=C/c1sc(=O)[nH]c1-[n+]1ccccc1)c1ccccc1[O-]
→ -1 | 3
COc1cccc(/C=N/Nc2nn3cnnc3c3ccccc23)c1
→ 41 | -9
Cc1cc(Nc2ccccc2)n(-c2ccc(Br)cc2)n1
→ 15 | 1
COc1cccc(NC(=S)N2CCCC2c2ccc(OC)c(OC)c2)c1 (configuration not stated)
→ -1 | -5
